Bioassay records: PubChem, National Center for Advancing Translational Sciences (NCATS)
mIDH1 inhibitor – qHTS for Inhibitors of mutant isocitrate dehydrogenase 1 (IDH1): qHTS; IDH1-R132H enzyme, NADPH consumption, diaphorase/resazurin fluorescence; Potency, µM (series often up to 76.6 µM), for inactives: at the top dose activity change, negative = inhibition, hits mostly inhibitors; 390,000 tested, 0.093% active; also: potency is read from the fitted curve at half-maximal effect; % is scaled to controls: 0 for no effect and ±100 for the full control effect; nearly all actives have a fitted effect of over 65% in size
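IDH1-R132H (0.5 ug/mL) preincubated 30 min with compound, then NADPH (0.016 mM) and alpha-KG (2 mM) added; 80 min at RT, pH 7.5. Remaining NADPH coupled via diaphorase/resazurin to fluorescence (540/590 nm); concentration-response curves normalized to no-enzyme control.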
TrxR1 substrate – qHTS Assay for Substrates of Mammalian Selenoprotein Thioredoxin Reductase 1 (TrxR1): qHTS | Thioredoxin reductase 1, cytoplasmic (Rattus norvegicus), O89049 | 390,000 tested, 0.01% active | Potency, µM (titrated, usually from 114 µM), without a hit: top-dose activity change, negative = substrate turnover | purified TrxR1 substrate turnover, NADPH consumption readout; also: potency is read from the fitted curve at half-maximal effect; % is scaled to controls: 0 for no effect and ±100 for the full control effect; nearly all actives have a fitted effect of over 50% in size
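Rat TrxR1, dispensed at 90 nM, was prereduced with 400 uM NADPH (final) for 5 min at ~22 deg C, then incubated with compound 15 min before 400 uM selenite. A first-read NADPH fluorescence drop versus no-compound background flagged substrates.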
TRHR enhancer – qHTS for Small Molecule Agonists and Allosteric Enhancers of Human TRH Receptor: Primary Screen for Enhancers; Thyrotropin-releasing hormone receptor (Homo sapiens), P34981; TRHR cells, fluo-8 calcium fluorescence, EC20 TRH enhancement; enhancement, % at 2 µM; 360,000 tested, 0.66% active; AID 493056, 2011; in the data active = enhancement above about 30%; also: 0% is about no effect
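TRHR-expressing cells loaded with fluo-8 calcium dye were read kinetically (ex 480/em 530) during compound addition, then stimulated with an EC20 of TRH (10 nM final). Enhancement of the Gq-mediated intracellular calcium response was scored.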
TrxR1 inh – qHTS Assay for Inhibitors of Mammalian Selenoprotein Thioredoxin Reductase 1 (TrxR1): qHTS; recombinant rTrxR1, NADPH fluorescence consumption, selenite substrate; Potency, µM (highest dose often 114 µM), without a hit: at the top dose activity change, negative = inhibition, most hits filed as inhibitors; 390,000 tested, 1% active; also: potency is read from the fitted curve at half-maximal effect; % is scaled to controls: 0 for no effect and ±100 for the full control effect; nearly all actives have a fitted effect of over 65% in size
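Rat TrxR1 (90 nM in the dispensed reagent) was pre-reduced with 400 uM NADPH for 5 min at room temperature, then incubated with compound for 15 min. After 400 uM selenite was added, NADPH fluorescence (Ex 340/Em 450 nm) was followed for 8 min.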
D2 antagonist – HTS Assay for Allosteric Antagonists of the Human D2 Dopamine Receptor: Primary Screen for Antagonists | D(2) dopamine receptor (Homo sapiens), P14416 | HEK293 TREx D2 cells, calcium flux, dopamine EC80 | inhibition, % at 10 µM | 340,000 tested, 2% active | AID 485344, 2010; in the data active = inhibition above about 30%; also: 0% is about no effect
Target sequence (P14416 whole entry, looked up): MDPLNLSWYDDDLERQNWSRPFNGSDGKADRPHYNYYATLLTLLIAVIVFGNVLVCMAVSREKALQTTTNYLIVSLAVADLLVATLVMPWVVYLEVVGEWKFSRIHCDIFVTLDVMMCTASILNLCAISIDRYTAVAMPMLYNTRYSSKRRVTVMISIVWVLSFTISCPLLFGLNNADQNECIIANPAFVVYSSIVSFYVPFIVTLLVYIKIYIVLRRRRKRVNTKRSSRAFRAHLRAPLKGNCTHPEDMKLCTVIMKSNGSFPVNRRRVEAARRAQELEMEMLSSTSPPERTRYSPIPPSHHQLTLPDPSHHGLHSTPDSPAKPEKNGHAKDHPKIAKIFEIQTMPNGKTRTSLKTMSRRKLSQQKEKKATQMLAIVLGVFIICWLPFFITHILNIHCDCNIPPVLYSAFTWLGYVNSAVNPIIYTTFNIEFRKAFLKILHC
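Dopamine at EC80 is the agonist stimulus; test compounds precede it by 180 s. Calcium flux read kinetically in a force-coupled, inducible HEK293 T-REx D2 cell line.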
PI4K2A inh – qHTS for small molecular inhibitors of PI4K2A. AID 1346378, 2018. 420,000 tested, 0.13% active. activity change, negative = inhibition, % at 76.9 µM. purified PI4K2A, ADP-Glo luminescence, 1 h; hits give low values. Phosphatidylinositol 4-kinase type 2-alpha (Homo sapiens), Q9BTU6; in the data active = activity change below about -50%; inconclusive = mostly about -30% to -49%;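 also: -100% = wells without enzyme as full effect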
Target sequence (Q9BTU6 whole entry, looked up): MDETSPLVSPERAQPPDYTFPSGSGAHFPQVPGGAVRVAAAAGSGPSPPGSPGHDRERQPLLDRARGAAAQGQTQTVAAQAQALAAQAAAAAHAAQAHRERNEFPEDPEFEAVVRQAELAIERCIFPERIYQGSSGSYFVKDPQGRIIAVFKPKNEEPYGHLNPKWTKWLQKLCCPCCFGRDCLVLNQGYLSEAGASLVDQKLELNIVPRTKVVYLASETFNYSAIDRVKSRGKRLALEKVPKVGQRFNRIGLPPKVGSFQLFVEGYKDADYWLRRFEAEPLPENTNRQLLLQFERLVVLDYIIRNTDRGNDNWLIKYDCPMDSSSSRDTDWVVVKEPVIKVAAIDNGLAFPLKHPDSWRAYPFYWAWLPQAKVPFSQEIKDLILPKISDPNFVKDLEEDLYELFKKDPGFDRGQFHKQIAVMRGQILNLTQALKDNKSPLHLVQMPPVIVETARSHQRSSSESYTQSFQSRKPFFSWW
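Compounds are screened against recombinant PI4K2A using PI as substrate and ATP, the latter dispensed at 300 microM. Reactions run one hour at ambient temperature before ADP-Glo detection; full inhibition defined by wells lacking enzyme.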
D2 ag – HTS Assay for Allosteric Agonists of the Human D2 Dopamine Receptor: Primary Screen for Agonists; D(2) dopamine receptor (Homo sapiens), P14416; HEK293 T-REx D2 cells, calcium flux agonist mode; activation, % at 2 µM; 340,000 tested, 0.53% active;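 active = activation over 3 SD above normal in the single-dose calcium agonist read, cut at about 30% in these data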; also: 0% is about no effect
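HEK293 Trex D2 cells, tetracycline-induced, o/n 30 C 5% CO2; no-wash Ca dye, RT 30–90 min; 10-cycle baseline, 23 nl cpd added, kinetic Ca read 180 s; agonist hits = positive Ca response.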
TRHR ag – qHTS for Small Molecule Agonists and Allosteric Enhancers of Human TRH Receptor: Primary Screen for Agonists; 360,000 tested, 0.18% active; AID 493084, 2011; TRHR cells, calcium flux fluo-8, FDSS agonist mode; Thyrotropin-releasing hormone receptor (Homo sapiens), P34981; activation, % at 2 µM; in the data active = activation above about 30%; also: 0% is about no effect
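Steps: seed TRHR cells overnight; add fluo-8 no-wash Ca dye, RT 30 min–1.5 h; record 10 s baseline; pin-transfer compounds; monitor fluorescence 1 cycle/s for the agonist window. Calcium increases flag candidate agonists.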
USP1 inh – Inhibitors of USP1/UAF1: Primary Screen; AID 743255, 2014; 390,000 tested, 0.23% active; Ubiquitin carboxyl-terminal hydrolase 1 (Homo sapiens), O94782; recombinant USP1/UAF1, Ub-Rhodamine cleavage fluorescence; Potency, µM (highest dose often 57.1 µM), inactives show top-dose activity change, negative = inhibition, usual class: inhibitors; also: potency is read from the fitted curve at half-maximal effect; % is scaled to controls: 0 for no effect and ±100 for the full control effect; nearly all actives have a fitted effect of over 60% in size; inactives centre near -12
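USP1/UAF1 complex (1 nM) preincubated 15 min at room temperature with compound, then Ub-Rho substrate (150 nM final) added. Kinetic fluorescence at 480/540 nm over 6 reads at 60 s intervals; 50 mM HEPES pH 7.8, 0.5 mM EDTA, 0.1 mg/ml BSA, 1 mM TCEP, 0.01% Tween-20.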
Active calls of the source: *; ? = inconclusive; / = no result given; [ ] = remark or other dose. Unless noted, calls follow the shape of the dose curve; as a rule, active = well fitted inhibition curve with a large enough effect; inconclusive = small, poorly fitted or top-dose-only effect; inactive = no such curve, though single readings can be large or run the other way.

SMILES	D2 ag	USP1 inh	D2 antagonist	TrxR1 substrate	TRHR enhancer	TRHR ag	mIDH1 inhibitor	TrxR1 inh	PI4K2A inh
COc1ccc(Nc2ccc(Cl)nn2)cc1	2.9	-19%	23	2%[57.1 µM]	-1	0.0	8%	-4%[57.1 µM]	7
Fc1cc(F)cc(NC(=S)NCCCN2CCOCC2)c1	-2.3	-21%	-35	7%	20	1.1	-8%	4%	-4
Cc1cc2nc(N(Cc3cccnc3)C(=O)c3ccc(Cl)s3)sc2cc1C	-0.8	?	/	0%[57.1 µM]	9	-0.3	13%	6%[57.1 µM]	-2
Cc1cc(SCC(=O)NCCN2C(=O)CSC2=O)nc2c(C)cccc12	-1.3	-13%	5	7%[57.1 µM]	1	-0.6	13%	4%[57.1 µM]	2
CCn1cc(C(=O)N2CCN(Cc3ccc4c(c3)OCO4)CC2)c2cc(OC)c(OC)cc2c1=O	51*	-13%	33*	10%[57.1 µM]	17	-0.9	3%	-9%	4
COc1ccc2c(c1)c(=O)cc(C)n2CC(=O)NCc1ccco1	0.5	-2%	-11	-1%	4	-0.2	3%	-27%	-11
CCOc1cc(C(c2c(C)[nH][nH]c2=O)c2c(C)[nH][nH]c2=O)cc(Cl)c1O	0.7	-8%	6	2%	-13	-0.6	28%	-12%	-20
COc1ccc(/C=N/NC(=O)CNC(=O)c2ccc(S(=O)(=O)N3CCOCC3)cc2)c(OC)c1	-0.8	-2%	24	-11%	-2	0.0	2%	16%[57.1 µM]	2
C#CCOCCOCCOCCNc1nc(N2CCOCC2)nc(N2CCN(C(=O)[C@H](CCCCN)n3cc([C@@H](N)CC(C)C)nn3)CC2)n1	-0.6	23%	16	-3%	-3	0.2	-6%	-5%	-3
CCOC(=O)N1CCN(c2ccc(O)cc2)CC1	-0.1	-10%	18	2%[57.1 µM]	1	0.0	0%	10%[57.1 µM]	13
COc1ccc(OCC(=O)O/N=C(\N)Cc2ccc(Cl)cc2Cl)cc1	1.1	-8%	-33	7%[57.1 µM]	6	-0.2	-1%	22%[57.1 µM]	6
CC(=O)O[C@@H]1[C@@H](OC(C)=O)[C@H](n2ccc3cc([N+](=O)[O-])ccc32)OC[C@@H]1OC(C)=O	/	1%	/	5%[57.1 µM]	/	/	4%	13%	-1
O=C(CSc1nncn1-c1ccccc1)Nc1cc(F)ccc1F	-0.6	-1%	-4	1%	1	-0.7	-3%	5%	-5
CN(C)/C=C(\C(=O)c1ccccc1)c1nnnn1-c1ccc(F)cc1	0.7	-5%	-10	7%[11.4 µM]	0	0.4	2%	15%[11.4 µM]	-5
CCCOC1CCCN(Cc2nc(-c3ccc(C(=O)OC)cc3)no2)C1 (stereo not given)	0.0	-31%	-1	2%	-5	-0.3	1%	33%	-1
O=C(O)C(Cc1ccc(O)cc1)N1C(=O)c2c(Cl)c(Cl)c(Cl)c(Cl)c2C1=O (stereo not given)	/	-13%	/	-4%	/	/	-13%	-5%	-8
C[C@@]12C(=O)N(c3cccc(Cl)c3)C(=O)N1[C@@H]1c3ccccc3OC[C@@H]1[C@H]2c1ccccc1	/	-20%	/	-3%	/	/	-8%	15%	-1
Cc1nn(C(=O)CCC(=O)NCCc2ccccc2)c2ccccc12	-0.4	-22%	-17	8%[57.1 µM]	12	0.5	1%	27%[57.1 µM]	-1
O/N=C(/Cc1ccccn1)c1ccccc1	-0.6	-23%	1	-8%[57.1 µM]	-8	1.0	7%	15%[57.1 µM]	-9
Cc1oc2cc3oc(=O)c(CCC(=O)NCCC(=O)O)c(C)c3cc2c1C	-0.1	-22%	12	15%	4	0.8	3%	-4%	-2
O=C(c1ccc(NC(=O)C(c2ccccc2)c2ccccc2)cc1)c1ccc(C(=O)O)c(C(=O)O)c1	1.1	-4%	-14	-7%[57.1 µM]	-2	-0.3	3%	-1%[57.1 µM]	-5
COc1ccccc1S(=O)(=O)Nc1cccc(S(=O)(=O)N2CCCC2)c1	/	1%	/	1%	/	/	16%	22%	10
COc1ccc(CNC(=O)c2cc3cc(S(=O)(=O)N4CCCCC4)ccc3n2C)c(OC)c1	1.4	3%	/	-1%[57.1 µM]	1	0.6	2%	8%[57.1 µM]	-2
O=C(CCC(=O)N1CCSc2ccccc21)NCc1ccc(Cl)cc1	-0.4	-3%	10	8%[57.1 µM]	1	0.5	1%	3%[57.1 µM]	-4
CCc1ccccc1OCCCCN1CCCC1	1.9	-4%	46*	-3%	-3	0.6	3%	4%	13

Only D2 ag, for some of the entries so far:
SMILES	D2 ag
Cc1cc2nc(N(Cc3cccnc3)C(=O)c3ccc(Cl)s3)sc2cc1C	-0.8
Cc1cc(SCC(=O)NCCN2C(=O)CSC2=O)nc2c(C)cccc12	-1.3

Further compounds.
SMILES	D2 ag	USP1 inh	D2 antagonist	TrxR1 substrate	TRHR enhancer	TRHR ag	mIDH1 inhibitor	TrxR1 inh	PI4K2A inh
C/C(CC(=O)Nc1ccccn1)=N\NC(=O)c1ccc2ccccc2c1	0.7	-19%	-4	1%	0	0.5	-2%	2%	4
COc1cc2c(cc1CN1CCN(C(=O)c3cc(OC)c(OC)c(OC)c3)CC1)OCO2	0.6	-13%	-5	15%	5	-0.7	9%	31%	-2
CCC(C(=O)NC(C)c1ccccc1)C(=O)NC(C)c1ccccc1 (stereo not given)	-0.2	-13%	3	10%[57.1 µM]	-18	-0.9	4%	8%	2
Cc1ccc(-n2nnnc2SCC(=O)N2CCc3ccccc3C2)cc1	-0.6	?	-24	1%[57.1 µM]	2	-0.5	-1%	19%[57.1 µM]	4
CC(C)N1C(=O)CN(C2CCCCCC2)C(=O)C1c1ccccc1F (stereo not given)	-1.2	-6%	-7	2%	-5	-0.1	3%	22%	-2
O=C(CSc1cccs1)Nc1cccc2ccccc12	0.3	-15%	-7	6%[57.1 µM]	-2	-0.6	5%	-1%[57.1 µM]	-2
Cc1c(CN2CCCC(CO)(Cc3cccc(Cl)c3)C2)cnn1C (stereo not given)	1.1	-16%	-8	6%	3	-2.6	-6%	14%	1
CC(C)NS(=O)(=O)c1ccc(NC(=O)C(C)OC(=O)CCCOc2ccccc2)cc1 (stereo not given)	-0.2	-1%	11	-4%	30*	0.4	-1%	6%	-14
NC(=O)c1c(NC(=O)c2ccc(S(=O)(=O)N3CCOCC3)cc2)sc2c1CCCCC2	3.4	-21%	3	-20%[57.1 µM]	1	1.1	1%	2%[57.1 µM]	-1
COc1ccc(CCC(=O)NNC(=O)Nc2ccc(C(C)=O)cc2)cc1	0.6	-5%	3	4%	0	0.3	-3%	9%	2
COC(=O)CSc1[nH]c(=O)cc(C)c1C#N	0.0	-4%	-9	-7%	0	-0.1	1%	1%	5
CC(C)[C@H](NC(=O)N1CCn2c1nc1ccccc12)C(=O)NCc1ccccc1Cl	0.2	-6%	-9	-4%	-2	-0.2	0%	-4%	-2
Cc1ccc(-c2cc(-c3ccccc3)nc(NN)n2)cc1	-0.9	-19%	0	-2%	-10	-0.5	-13%	1%	-6
O=c1c2ccccc2n(Cc2cccc(Cl)c2)c(=O)n1CCc1ccccc1	1.1	-24%	/	7%	3	1.8	-4%	19%	2
O=C(OCc1ccc([N+](=O)[O-])cc1)C1CCN(S(=O)(=O)c2ccccc2)CC1	0.0	-20%	2	5%	-3	-0.2	2%	7%[57.1 µM]	4
COc1cc(/C=C/C(=O)OCC(=O)N2CCc3ccccc3C2)ccc1O	-0.7	-13%	-4	-18%[57.1 µM]	0	-0.9	5%	3%[57.1 µM]	-1
CCN(CC)C(=O)c1sc(NC(=O)c2ccc(C)c([N+](=O)[O-])c2)c(C#N)c1C	0.7	-5%	1	2%[57.1 µM]	5	2.7	5%	15%[57.1 µM]	-4
COc1ccc(C(=O)/C=C/c2cn(CC(O)CN3CCOCC3)c3ccccc23)cc1 (stereo not given)	2.0	?	-6	-3%	-5	11	6%	0%	-1
COc1ccccc1C1CC(c2ccccc2)=NN1S(=O)(=O)c1ccccc1 (stereo not given)	-0.4	-4%	-5	-17%	-1	0.3	-6%	-27%	3
O=C(Cc1cccs1)NC1CC(=O)N(c2cccc(F)c2)C1 (stereo not given)	-0.2	-4%	/	6%[57.1 µM]	-2	0.0	2%	20%[57.1 µM]	-2
COC1(NC(=O)c2ccccc2)C(C)=CC(=O)C=C1C	-0.8	-17%	-6	9%[11.4 µM]	-4	-0.5	14%	15%[11.4 µM]	4
COc1ccc(C(O)(C(=O)NNc2ccc(C)cc2)c2cccs2)cc1 (stereo not given)	-0.6	0%	17	-10%	-3	-0.8	8%	-13%	3
CC(C)CN1C(=O)C(=O)N(CC(=O)N2CCN(c3ccccc3)CC2)C1=O	0.1	-13%	-2	1%	-9	0.2	6%	14%	1
CCn1c(C)nc2cc(C(=O)NN=Cc3ccccc3OC(F)F)ccc21	/	-15%	/	-10%	/	/	7%	-15%	5
